Assay outcomes: PubChem, National Center for Advancing Translational Sciences (NCATS)
IMPase Li inh: membrane-permeable IMPase blocker, potentiated with lithium. 210,000 compounds, 0.35% hits. Potency, µM (highest dose often 59.4 µM), inactives show at the highest dose activity, negative = IMPase inhibition, most hits filed as inhibitors. CHO-M1 cells, IP1 TR-FRET (IP-One), carbachol + lithium. AID 1457;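 further: IP1 builds up when IMPase is blocked and the TR-FRET signal falls; plate controls were basal vehicle for no effect and high inhibitor control for full effect; nearly all actives have a fitted effect of over 50% in size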
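Test compounds were applied to CHO-M1 cells previously cultured for 16–30 h at 2000 per well. A small lithium amount accompanied them; after 30 min at 37C, IP1 was quantified by TR-FRET.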
HttQ103 aggreg: reduces HttQ103-GFP aggregates in PC12 cells; PC12 HttQ103-GFP aggregates, Acumen cytometry, 40 h; Potency, µM (titrated, usually from 46.1 µM), without a hit: at the highest dose activity change, negative = inhibition, hits mostly inhibitors; 220,000 compounds, 1.1% hits; further: on the % scale 0 is the no-effect control and ±100 the full control effect; nearly all actives have a fitted effect of over 60% in size
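Read-out: GFP aggregate count by laser scanning cytometer (488 nm excitation, 500-530 nm emission, 1–25 µm objects >6 SD above background). Cells: PC12, inducible HTTex1-Q103-GFP, 100 nM tebufenozide; compounds titrated.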
GAA spleen mod: inhibitors or activators of human alpha-glucosidase in spleen homogenate | Potency, µM (highest dose often 79.9 µM), for inactives: at the highest dose activity change, negative = inhibition, hits mostly inhibitors | 240,000 compounds, 0.006% hits | AID 2112 | human spleen homogenate, 4-MU-alpha-glucoside fluorescence;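 further: 0% = enzyme with vehicle and -100% = no enzyme basal signal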
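AC50 values come from Hill-equation fits of concentration-response data, normalized to no-enzyme and full-activity controls. Enzyme source: 1 ug human spleen homogenate; 1 mM fluorogenic 4-MU glucoside, pH 5.0 citrate buffer, 37 C, 40 min.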
GAA glycogen: inhibitors or activators of human alpha-glucosidase glycogen cleavage; P10253; recombinant GAA, glycogen substrate, Amplex Red glucose oxidase fluorescence; Potency, µM (highest dose often 76.4 µM), inactives show top-dose activity change, negative = inhibition, usual class: inhibitors; 300,000 compounds, 0.38% hits; AID 2100;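 further: 0% = full enzyme reaction and -100% = no-enzyme basal signal; the screen sought inhibitors and activators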
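Recombinant human alpha-glucosidase (4 nM final) hydrolysed bovine liver glycogen (30 ug) for 40 min at 37 C in pH 5.0 citrate/phosphate with 0.01% Tween-20. Released glucose detected by glucose oxidase/Amplex Red, Ex 573/Em 610 nm. Compounds up to 77 uM; AC50 from Hill fits.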
GoLoco inh red: RGS12 GoLoco-Gai1 interaction inhibition | P63096 | Gai1:RGS12 GoLoco peptide FP, rhodamine, 10 min | Potency, µM (series often up to 61.6 µM), for the others: at the highest dose activity, negative = inhibition, usual class: inhibitors | 230,000 compounds, 0.44% hits | AID 880; active means well fitted inhibition curve with a large enough effect, not every such curve was filed as active; inactive means no such curve, though single readings can be large or run the other way; further: on the % scale 0 is the no-effect control and ±100 the full control effect; nearly all actives have a fitted effect of over 30% in size; many of its hits are not listed in these tables
Target sequence (P63096 whole entry, looked up): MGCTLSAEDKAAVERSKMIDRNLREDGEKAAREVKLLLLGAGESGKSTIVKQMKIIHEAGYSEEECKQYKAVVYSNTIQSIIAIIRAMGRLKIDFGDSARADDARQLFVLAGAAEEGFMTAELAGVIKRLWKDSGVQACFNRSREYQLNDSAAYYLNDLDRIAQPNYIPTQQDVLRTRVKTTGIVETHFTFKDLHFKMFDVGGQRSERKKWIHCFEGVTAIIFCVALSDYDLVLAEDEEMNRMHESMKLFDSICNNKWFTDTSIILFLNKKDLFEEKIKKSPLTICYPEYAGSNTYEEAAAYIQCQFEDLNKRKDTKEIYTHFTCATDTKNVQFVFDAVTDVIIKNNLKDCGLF
GAA inh: inhibitors of human lysosomal alpha-glucosidase; purified human GAA, 4-MU-alpha-glucoside fluorescence; Potency, µM (top dose mostly 76.9 µM), without a hit: at the highest dose activity change, negative = inhibition, usual class: inhibitors; 200,000 compounds, 0.005% hits; AID 1466;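 further: plate controls were uninhibited enzyme wells for no effect and no-enzyme background for full effect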
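Human alpha-glucosidase, 4 nM, pre-mixed with test compounds before 400 uM 4-methylumbelliferyl substrate; 20 min room temperature at pH 5.0. Fluorescence read after pH 10 stop; AC50 values from Hill-equation fits.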
HTT ATP protect: Huntington cell model cytoprotection by ATP luminescence; Potency, µM (doses to about 56.4 µM), inactives show cytoprotection (ATP increase), hits mostly activators; 230,000 compounds, 0.14% hits; AID 1471; PC12 HTT-Q103 induced, cytoprotection, ATP luminescence, 40 h;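 further: % of control where 0% means no effect; nearly all actives have a fitted effect of over 45% in size; toxic huntingtin expression switched on by the ecdysone agonist tebufenozide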
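Cells were plated at 1500 per well in phenol red-free DMEM with 5% equine and 5% calf serum. Tebufenozide (100 nM final) and compounds were added, then ATPlite reagent, and luminescence was read.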
* = called active by the depositor; ? = inconclusive; · = no result given; [ ] = another dose, or the depositor's remark. Unless noted, the call rests on the fitted dose curve; in most records, active means well fitted curve in the direction sought with a large enough effect; inconclusive means small, poorly fitted or top-dose-only effect, or another doubt; inactive means no such curve, though single readings can be large; an effect the other way counts as inactive or inconclusive. Potency means the concentration at half of the fitted maximal effect. These rows are one share of the data; count on the stated rates, not on these rows.

SMILES	IMPase Li inh	HttQ103 aggreg	GAA spleen mod	GAA glycogen	GoLoco inh red	GAA inh	HTT ATP protect
NC1=C(c2ccc([N+](=O)[O-])cc2)C(=O)CO1	-1%	-2%	0%	-3%	-8%	?	·
COC(=O)c1nc(N)sc1C(C)C	-2%	30%	-2%	4%	8%	-12%	18%[10 µM]
Nc1cnc(Br)cc1Br	-1%	15%	-3%	-8%	-5%	1%	·
CC(=O)Nc1cc(NC(C)=O)c(CC(C)C)s1	27%[38.3 µM]	4%	-1%	6%	3%	-4%	1%
CCCc1nc2cc(Cl)c([N+](=O)[O-])cc2o1	18%	-16%	0%	-2%	-6%	8%	1%
O=C(/C=C/c1ccccc1)Nc1sc2c(c1C(=O)O)CCC2	·	-5%[9.22 µM]	-4%	-1%	10%	·	-7%[10 µM]
COc1ccc(C)cc1NC(=O)CN1CCN(C/C=C/c2ccccc2)CC1	36%[activator][38.3 µM]	-3%	-13%	1%	5%	?	-8%
Cc1ccc(-n2nc(C)c3c(C)cc(=O)[nH]c32)cc1	15%[38.3 µM]	14%	-1%	-1%	5%	-23%	-5%
COc1cccc2c1CCC1CC(=O)CC[C@@]21C (stereo partly drawn)	-9%	·	-2%	·	7%	·	·
O=C(CN(C(=O)CNC(=O)c1cccs1)c1ccc2c(c1)OCCO2)NC1CCCC1	4%	-7%	-9%	7%	4%	-2%	6%[10 µM]
COC(=O)CSCC(=O)Nc1cc2c(cc1C(C)=O)OCO2	-7%[38.3 µM]	7%[9.22 µM]	-7%	-2%	-10%	-5%	-7%
COc1ccc(-n2c(=O)[nH]cc(C(=O)N3CCCc4ccccc43)c2=O)cc1	-1%[38.3 µM]	-7%	0%	-12%	-2%	-2%	-3%
C[C@H](NC(=O)c1ccc(Cl)c(Cl)c1)c1ccc(-c2ccccc2)cc1	11%	·	·	·	5%[14.2 µM]	·	-5%[10 µM]
O=S(=O)(CC(O)CS(=O)(=O)c1ccc(Cl)cc1)c1ccccc1 (stereo not drawn)	·	9%[9.22 µM]	-7%	4%	-4%	·	16%[10 µM]
CN(Cc1cccs1)C(=O)COc1ccc(-c2nnco2)cc1	-2%[38.3 µM]	-5%	2%	6%	-1%	1%	5%
COc1cccc(-c2nc(S(=O)(=O)c3ccccc3)c(N3CCOCC3)o2)c1	41%[38.3 µM]	?	-7%	2%	-1%	?	-5%[0.074 µM]
CCS(=O)(=O)c1ccc(O)c(NC(=O)Nc2ccc(C(C)(C)C)cc2)c1	·	-3%[9.22 µM]	-3%	-3%	1%	·	16%[10 µM]
Cc1cccc(C(C)C)c1NC(=O)COC(=O)Cc1ccsc1	·	-15%	2%	-8%	·	-6%	-9%[10 µM]
O=C(c1ccc(-c2ccc(Cl)cc2)o1)N1CCN(c2ccc([N+](=O)[O-])cc2Cl)CC1	11%	7.1µM*	-11%	-3%	2%	2%	3%[10 µM]
CC(C)(C)c1ccc(COC(=O)CNC(=O)CNC(=O)Cc2ccccc2)cc1	-10%[38.3 µM]	-13%	-10%	2%	0%	0%	14%
C/C(Cc1ccccc1)=N\NC(=O)C1CCCCC1	6%	-6%	6%	-1%	0%	-11%	·
O=C(Nc1ncc(Cc2ccccc2Cl)s1)c1ccc(-c2cccc([N+](=O)[O-])c2)o1	·	-13%	-3%	-2%	·	-3%	13%[10 µM]
Cc1ccc(-c2nnc(N(C)C(=O)c3ccccn3)s2)cn1	-20%[38.3 µM]	-3%	0%	-6%	8%	-1%	-14%
O=C(NC(Nc1cc(C(F)(F)F)ccc1Cl)C(=O)c1ccccc1)c1ccccc1 (stereo not drawn)	26%[38.3 µM]	-12%	-12%	-11%	0%	-7%	-30%
CNC(=O)c1csc(-c2ccccc2)n1	-11%[38.3 µM]	11%	-4%	10%	-7%	0%	-10%
CCCC[C@@]1(C2CCCC2)Cc2cc(OCC(=O)O)c(Cl)c(Cl)c2C1=O	6%	·	-16%	·	7%	·	·
CCn1cc(C(=O)C(F)(F)F)c2ccccc21	-8%[38.3 µM]	4%	-3%	-3%	-3%	-8%	12%
CC1=C(C(=O)OC(C)C)C(c2ccncc2)n2ncnc2N1 (stereo not drawn)	-16%[38.3 µM]	-5%	-10%	16%	-11%	0%	6%
O=C(Nn1c(SCc2cccc([N+](=O)[O-])c2)nc2ccccc2c1=O)c1ccccc1	12%	-9%	-10%	0%	-2%	-3%	13%[10 µM]
N#CCCN(Cc1ccccc1)C(=S)NC(=O)c1ccccc1	-14%	-1%	5%	-12%	-18%	-8%	2%[10 µM]

As entered above.
CCn1cc(C(=O)C(F)(F)F)c2ccccc21 in HttQ103 aggreg is entered as 4%
N#CCCN(Cc1ccccc1)C(=S)NC(=O)c1ccccc1 in GAA inh is entered as -8%
O=C(Nc1ncc(Cc2ccccc2Cl)s1)c1ccc(-c2cccc([N+](=O)[O-])c2)o1 in GAA spleen mod is entered as -3%
CNC(=O)c1csc(-c2ccccc2)n1 in GoLoco inh red is entered as -7%

Additional results follow.
SMILES	IMPase Li inh	HttQ103 aggreg	GAA spleen mod	GAA glycogen	GoLoco inh red	GAA inh	HTT ATP protect
Cc1ccc(NC(=O)CN2C(=O)S/C(=C\c3ccc(-c4cccc(C(=O)O)c4C)o3)C2=O)cc1C	-4%	14%	-4%	20%	-2%	?	·
Cn1c(/C(C#N)=N/O)nc2ccccc21	6%	-25%	-2%	2%	6%	-6%	-4%[1.9 µM]
CC1CC(C)CN(c2ncc3c(n2)CC(c2ccccc2Cl)CC3=O)C1 (stereo not drawn)	12%	-16%	0%	-12%	4%	-6%	12%[10 µM]
O=C(NC1CCCCC1)C1CCC(CNS(=O)(=O)c2cccc3nsnc23)CC1 (stereo not drawn)	13%[38.3 µM]	4%	-7%	-4%	0%	1%	-31%
CC(=O)O[C@@H]1CC2C(C)(C)C(=O)C=C[C@]2(C)C2CC[C@]3(C)C(=CC[C@H]3C3CO[C@@H](C(C)(C)O)[C@H](O)C3)[C@@]21C (stereo partly drawn)	12%	·	5%	·	-2%	·	12%
CC(C)(C)c1ccc(C(=O)C2CCCN(C(=O)CN3CCCC3=O)C2)cc1 (stereo not drawn)	4%	-2%[9.22 µM]	-11%	10%	4%	·	14%[10 µM]
CC(C)(C)NC(=O)CN(Cc1ccc2c(c1)OCO2)C(=O)CCC(=O)Nc1nccs1	-6%	4%[9.22 µM]	5%	-12%	19%	?	-1%[10 µM]
COc1cc(/C=N/n2c(-c3ccccc3)n[nH]c2=S)cc(OC)c1OC	·	6%[9.22 µM]	8%	-7%	-7%	·	4%[10 µM]
CCCCn1c(NCc2ccccn2)nc2ccccc21	10%[38.3 µM]	?	0%	3%	7%	-10%	-53%[inhibitor][0.074 µM]
Cc1noc(/C=C/c2ccco2)c1S(=O)(=O)N1CCC(C(=O)N2CCc3ccccc3C2)CC1	12%[38.3 µM]	-4%	-4%	-1%	39%[activator]	-22%	-77%[inhibitor]
Cc1cc2nnc(SC(C)C#N)n2c2ccccc12 (stereo not drawn)	-5%	-18%	0%	-3%	-3%	3%	3%[10 µM]
COc1ccc(CCNC(=O)c2cc(-c3ccco3)on2)cc1OC	-5%	?	7%	-1%	5%	1%	?
CNc1cc(C)nc(N2CCOCC2)n1	·	14%[9.22 µM]	-2%	2%	-7%	-7%	14%[10 µM]
COc1ccc(NC(=S)N2CCN(c3ccccn3)CC2)cc1	-5%	-25%	-4%	-7%	-7%	2%	1%[10 µM]
COCCNC(=S)N/N=C(\C)c1ccc(C)c([N+](=O)[O-])c1	-12%	10%	-14%	?	21%	-5%	8%[10 µM]
O=C(NC1CCCCC1)NC1(C(=O)N2CCN3CCCC3C2)CCCCC1 (stereo not drawn)	-2%	0%	-6%	3%	5%	4%	11%[10 µM]
CC(C)(C)NC(=O)c1cccc(NC(=O)Cc2ccc(Br)cc2)c1	7%	-16%	-5%	-4%	-11%	-7%	5%[10 µM]
Cc1ccc(-n2cnnn2)c(S(=O)(=O)N2CCOCC2)c1	-3%[38.3 µM]	11%	-11%	-1%	2%	0%	2%
CC1CC(C)CN(c2ncc3c(n2)CC(c2ccccc2)CC3=O)C1 (stereo not drawn)	18%[38.3 µM]	-10%	1%	-3%	-9%	-5%	0%[0.074 µM]
CCOC(=O)CC1(c2ccc(OC)c(OC)c2)C(=O)c2ccccc2C1=O	·	-13%[9.22 µM]	5%	-2%	0%	-11%[15.4 µM]	-13%[10 µM]
C/C(=N/N1CCN(c2ccccn2)CC1)c1cccc([N+](=O)[O-])c1	6%	10%	0%	?	-9%	-2%	-16%[10 µM]
O=C(NC1CCCCC1)N1CCN(CCc2ccccc2)CC1	4%	4%	-2%	9%	6%	-1%	17%[10 µM]
O=C(O)c1ccc(N2C(=O)CC(SC(=Nc3ccccc3)Nc3ccccc3)C2=O)cc1 (stereo not drawn)	-4%	9%	-1%	-3%	5%	1%	·
CSc1nnc(C)c(/C=C/Nc2ccc(C)cc2)n1	2%[38.3 µM]	?	2%	-13%	17%	-15%	-67%[inhibitor][10 µM]
COc1cc(NC(=O)CSc2ncnc3c2cnn3Cc2ccccc2)cc(OC)c1	7%[38.3 µM]	0%	-1%	-5%	19%	-7%	6%
Cc1[nH]n(-c2ccccc2)c(=O)c1C=NCc1ccncc1	·	-4%[9.22 µM]	3%	10%	-1%	·	-3%[10 µM]
COc1ccc(S(=O)(=O)Nc2ccc3c(c2)CCC3)cc1	2%	-21%	-3%	-1%	5%	-1%	2%
CCn1cc(CNC(=O)NC2CCCCC2)c(C)n1	-3%	4%	10%	0%	4%	7%	-1%[10 µM]
COc1cccc(C(C)NC(=O)Nc2cc(Cl)ccc2OC)c1 (stereo not drawn)	-5%	20%	0%	-17%	7%	4%	-25%
NC(=O)c1ccccc1N/C=C/C(=O)c1ccc(Cl)cc1Cl	-10%[38.3 µM]	?	-6%	1%	6%	-4%	-87%[inhibitor]
Cc1ccccc1-n1nnnc1SCC(C)C	11%	3%	-1%	9%	-9%	-2%	6%
O=c1cc(-c2ccc(O)cc2)oc2c(O)c(O)c(O)c(O)c12	·	-1%[9.22 µM]	-3%	?	-20%	0%	-6%[10 µM]
COc1ccc(N2CCN(C(=O)CCN3C(=O)c4ccccc4S3(=O)=O)CC2)cc1	·	12%	-3%	-10%	·	-3%	4%

An excerpt from the list above:
SMILES	IMPase Li inh	HttQ103 aggreg	GAA spleen mod	GAA glycogen	GoLoco inh red	GAA inh	HTT ATP protect
O=c1cc(-c2ccc(O)cc2)oc2c(O)c(O)c(O)c(O)c12	·	-1%[9.22 µM]	-3%	?	-20%	0%	-6%[10 µM]
COc1ccc(N2CCN(C(=O)CCN3C(=O)c4ccccc4S3(=O)=O)CC2)cc1	·	12%	-3%	-10%	·	-3%	4%
